# Screens: PubChem BioAssay, several laboratories
# PfHsp90 set2: growth inhibition of PfHsp90-expressing yeast, primary screen, antimalarial PfHsp90 inhibitor project, S. cerevisiae, BacTiter-Glo luminescence, single point, set 2. BacTiter-Glo ATP, 48 h; yeast lacking PDR1 and PDR3 efflux regulators. inhibition, % at 9.4 µM. 310,000 tested, 0.32% active;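 active means every replicate shows inhibition above about 80%, whatever the replicate mean, limit read from the data; inconclusive means mean inhibition reaches the set limit but some replicate falls short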;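 further: 0% = DMSO neutral controls and 100% = 20 µM radicicol positive controls; yeast relying on Plasmodium falciparum Hsp90 in place of its own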
# Keap1-Nrf2 PPI: Keap1-Nrf2 protein-protein interaction inhibitors, primary screen, biochemical, fluorescence polarization, single point; 340,000 tested, 0.15% active; inhibition, % at 9.4 µM; Kelch-like ECH-associated protein 1 (Homo sapiens), Q14145; Keap1 Kelch-Nrf2 peptide fluorescence polarization, 1536-well; in the data active means inhibition above about 12%; inconclusive means no clear call, values can overlap the other calls; inactive means below about 7.3%;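 further: human Keap1 Kelch domain with fluorescein labeled Nrf2 9mer peptide probe; 0% = neutral control wells and 100% = peptide positive control; higher means more block of Keap1 binding to Nrf2 peptide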
# Target sequence (Q14145 whole entry, looked up, the tested form may be a part): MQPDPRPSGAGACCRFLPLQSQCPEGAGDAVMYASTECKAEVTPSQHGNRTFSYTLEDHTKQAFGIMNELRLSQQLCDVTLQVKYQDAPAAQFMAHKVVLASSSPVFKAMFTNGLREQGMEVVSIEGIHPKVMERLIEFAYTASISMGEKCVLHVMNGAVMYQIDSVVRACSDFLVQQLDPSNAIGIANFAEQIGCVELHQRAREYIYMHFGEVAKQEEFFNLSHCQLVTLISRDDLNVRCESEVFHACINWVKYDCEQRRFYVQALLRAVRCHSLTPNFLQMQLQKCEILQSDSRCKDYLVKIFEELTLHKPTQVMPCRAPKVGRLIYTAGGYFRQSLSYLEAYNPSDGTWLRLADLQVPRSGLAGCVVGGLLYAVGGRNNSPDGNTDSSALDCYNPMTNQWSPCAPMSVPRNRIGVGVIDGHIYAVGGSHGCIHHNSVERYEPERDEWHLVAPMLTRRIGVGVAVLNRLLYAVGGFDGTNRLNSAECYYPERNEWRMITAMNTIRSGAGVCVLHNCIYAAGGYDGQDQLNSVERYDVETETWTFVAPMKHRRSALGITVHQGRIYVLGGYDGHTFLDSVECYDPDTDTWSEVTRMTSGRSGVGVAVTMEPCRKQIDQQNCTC
# C-LANA FP: inhibitors of KSHV C-LANA binding to DNA, primary screen, biochemical, fluorescence polarization, FAM-LBS DNA, MBP-C-LANA, single point | Kaposi's sarcoma herpesvirus LANA C-terminal domain (residues 932-1162) DNA binding | inhibition, % at 9 µM | 340,000 tested, 0.078% active;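 active means highest replicate inhibition at or above 60% at 9 µM, even if other replicates fall short; inactive means all replicates below 60% inhibition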;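 further: 0% = neutral control wells and 100% = 4 µM acridine orange control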
# Mot1-301 SUMO: yeast Mot1-301 growth rescue at high temperature, primary screen, SUMOylation pathway inhibitor project, S. cerevisiae, ATP luminescence, 38.5C; growth rescue, % at 18.8 µM; S. cerevisiae Mot1-301 growth rescue; percent above DMSO median, 100 means doubled; AID 2716, 2010; 320,000 tested, 1% active;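 active means every valid replicate shows activation above 250% relative to neutral control wells; inactive means the rest, any valid replicate at or below 250%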;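 further: OY570 slx delta 5 strain wells were the positive control but not used for scaling; some compounds called inactive have numbers as strong as hits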
# dFosB act: activators of delta FosB homodimer, primary screen, biochemical, fluorescence polarization, TAMRA-CDK5 oligo, single point. purified delta FosB; percent of positive-control signal above neutral wells. activation, % at 25 µM. 340,000 tested, 0.99% active. Protein FosB (Mus musculus), P13346;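 active means mean activation above about 17%, with every replicate also reaching it, limit read from the data, passing the limit was not always enough; inconclusive means only one of the two conditions met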;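 further: fluorescence polarization rise as delta FosB binds a TAMRA Cdk5 AP-1 oligo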
# PvdQ inh: P. aeruginosa PvdQ acylase inhibitors, primary screen, biochemical, fluorescence, plate reader and imaging, single point; AID 488965, 2010; PvdQ acylase [Pseudomonas aeruginosa LESB58]; 340,000 tested, 0.063% active; purified PvdQ acylase; inhibition, % at 10 µM; in the data active means inhibition above about 30%, passing the limit was not always enough; inconclusive means no clear call, values can overlap the other calls;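 further: 0% = vehicle neutral wells and 100% = reference inhibitor wells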
# Cardiac RTF inh: cardiac RTF calcium sensitivity inhibitors, primary screen, biochemical, IANBD-TnC fluorescence, EC70 calcium; 340,000 tested, 0.12% active; Troponin I, cardiac muscle (Homo sapiens) + Troponin T, cardiac muscle (Homo sapiens) + …; IANBD-labeled cardiac RTF, Ca2+ fluorescence; inhibition, % at 7.15 µM; AID 493244, 2011;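 active means inhibition above the mean inhibition of all tested compounds plus 3 SD, cut at about 17% in these data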;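 further: assay run at fixed EC70 calcium of 1.6 mM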
# CDK5 p35 inh: inhibitors of human CDK5/p35 kinase, primary screen, biochemical, single concentration | Recombinant CDK5/p35, ADP-Glo luminescence, 60 min | inhibition, % at 10 µM | 330,000 tested, 0.01% active;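 active means highest replicate inhibition of at least 50% and at least 75% of replicates reaching 50%; inconclusive means only one of the two criteria met; inactive means both criteria failed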;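 further: plate controls were DMSO neutral control for no effect and GW8510 at 10 µM for full effect; many of its hits are not listed in these tables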
# cardiac RTF act: cardiac RTF calcium sensitivity activators, primary screen, biochemical, IANBD-TnC fluorescence, EC20 calcium; Troponin I, cardiac muscle (Homo sapiens) + Troponin T, cardiac muscle (Homo sapiens) + …; IANBD-labeled TnC RTF fluorescence at EC20 calcium; 0% EC20 calcium, 100% full calcium; activation, % at 7.2 µM; 340,000 tested, 0.24% active;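 active means activation above the mean over all tested compounds plus 3 SD, cut at about 30% in these data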;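 further: rise in fluorescence read as greater calcium sensitivity of cardiac thin filaments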
# NSD2 inh: NSD2 histone methyltransferase inhibitors, primary screen, biochemical, AlphaScreen, single concentration, set 2; Histone-lysine N-methyltransferase NSD2 (Homo sapiens), O96028; NSD2 peptide methylation, 120 min; inhibition, % at 12.5 µM; 310,000 tested, 0.54% active; AID 743445, 2014; in the data active means inhibition above about 50%
# Rtt109 HAT inh: inhibitors of C. albicans Rtt109/Vps75 HAT, primary screen, biochemical, ThioGlo CoA-SH fluorescence, plate reader | Histone acetyltransferase RTT109 (Candida albicans (strain SC5314 / ATCC MYA-2876)), … | purified Rtt109/Vps75, 4 h | inhibition, % at 34.9 µM | 330,000 tested, 0.16% active | AID 540336, 2011;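 active means inhibition of at least 50% in every replicate; inconclusive means best replicate reaches 50% inhibition but some replicates fall short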
# Target sequence (Q5AAJ8 whole entry, looked up): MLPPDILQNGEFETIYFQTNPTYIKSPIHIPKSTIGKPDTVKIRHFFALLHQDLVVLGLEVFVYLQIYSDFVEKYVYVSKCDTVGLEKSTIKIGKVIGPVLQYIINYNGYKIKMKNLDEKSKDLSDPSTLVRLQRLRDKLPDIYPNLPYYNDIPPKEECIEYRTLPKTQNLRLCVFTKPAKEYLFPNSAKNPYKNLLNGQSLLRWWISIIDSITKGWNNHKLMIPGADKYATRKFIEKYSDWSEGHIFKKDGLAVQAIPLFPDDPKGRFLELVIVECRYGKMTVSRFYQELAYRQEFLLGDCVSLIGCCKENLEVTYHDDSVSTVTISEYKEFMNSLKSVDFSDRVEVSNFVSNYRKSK
# The depositor's hits bear a star; ? = inconclusive; / = no result given; & = joins results of further samples.
SMILES,PfHsp90 set2,Keap1-Nrf2 PPI,C-LANA FP,Mot1-301 SUMO,dFosB act,PvdQ inh,Cardiac RTF inh,CDK5 p35 inh,cardiac RTF act,NSD2 inh,Rtt109 HAT inh
COc1ccc(-c2nc(N)nc(C(F)(F)F)c2-c2csc(C)n2)c(O)c1,-34.0,-6.9,1.3,-21.4,-2.3,0.0,-4.6,-0.7,-1.9,-2.0,7.6
CN(C)c1nc(-c2cccnc2)nc(-c2ccccc2)c1C#N,-17.1,-0.3,2.1,-0.1,-13.8,-8.5,-8.1,-1.5,3.8,-5.3,-7.7
CCOc1ccc(NC(=O)c2cccs2)c([N+](=O)[O-])c1,-6.8,-1.9,-1.0,-3.1,10.2,-0.2,-10.4,-0.9,11.0,-2.4,-3.9
CCOC(=O)c1c(C)[nH]c(C(=O)COC(=O)/C=C/c2ccc3c(c2)OCO3)c1C,-10.8,-0.5,0.5,-4.1,-4.1,5.8,6.9,3.2,-8.5,-1.3,6.7
COC(=O)c1cc(=O)c2c(C)nc(C(Cl)(Cl)Cl)nc2[nH]1,-36.4,-4.4,0.7,3.5,-7.4,8.5,/,-0.5,/,20.8,6.6
Cn1nc(-c2ccccc2)c(CO)c1Oc1cccc(C(F)(F)F)c1,-3.6,-3.2,-1.0,15.2,-7.9,-15.4,3.9,-3.3,2.7,-3.6,0.4
CC(OC(=O)CCc1nc2ccccc2c(=O)[nH]1)C(=O)Nc1cccc(C(F)(F)F)c1 (centres undefined),-0.6,-0.3,-0.4,-4.2,-0.3,-6.4,0.0,1.0,9.8,-0.4,-6.8
COc1cccc(CN2CCN(Cc3ccc(C)o3)CC2CCO)c1 (centres undefined),0.7,-5.2,0.9,28.2,-22.7,-2.2,-8.1,0.4,2.9,-0.8,-1.5
OC1C[N+]2(CCCCC2)C1,5.2,2.7,0.1,4.3,-1.7,-7.0,0.4,0.2,-1.6,2.1,-9.0
CC1(C)CC(=O)C=C(NCCCN2CCCC2=O)C1,25.8,0.9,0.9,-4.7,-4.7,-13.0,-8.6,1.4,0.3,-1.6,-2.4
COC(=O)C(Cc1cncn1COCc1ccccc1)NC(=O)OC(C)(C)C (centres undefined),-5.5,-7.4,-2.7,7.4,-2.4,8.5,-21.4,-1.9,-5.0,-3.0,4.0
CC1CCc2nc(NC(=O)Cc3cccs3)sc2C1 (centres undefined),7.9,-2.8,0.0,31.6,-4.8,-12.3,-12.3,0.8,2.4,3.8,3.5
CCCCNC(=O)c1cc(-c2ccc3c(c2)OCO3)on1,-8.4,-0.1,-1.9,25.5,13.6,-10.4,-9.4,1.5,-0.1,-6.1,1.2
CCOc1ccc(NC(=O)CCNC(=O)c2ccco2)cc1,-9.7,0.0,-0.7,89.6,-4.9,-3.2,-0.2,0.5,-3.5,-4.9,-5.4
Cc1ccc(CSCC(=O)N2CCCC2)cc1,-35.3,-7.4,-0.8,175.0,-4.2,-9.3,0.8,-4.7,5.7,0.1,3.2
O=C(CSc1nnc2ccc(-c3ccccn3)nn12)NCCc1ccccc1,16.2,-3.9,1.1,-12.3,-4.9,-20.6,-0.6,-3.5,-7.7,-2.0,-78.0
COCc1cc(C)[nH]c(=O)c1C#N,24.2,-1.9,0.4,-16.2,-3.0,-11.4,-1.3,-6.0,4.7,0.1,0.3
COc1ccc2nc(C)cc(N/N=C/c3ccccc3)c2c1,-1.0,2.0,0.3,-4.4,-55.4,3.2,-5.2,-0.2,-0.4,-0.4,?
COc1ccc2[nH]cc(CCNC(=O)Cn3cc(C)c(=O)[nH]c3=O)c2c1,23.0,1.7,-0.7,/,-6.2,-13.8,-2.7,-0.4,-1.9,/,2.8
Cc1nc(SCC(=O)Nc2cc(Cl)ccc2[N+](=O)[O-])nc(C)c1C,-2.6,0.9,-0.8,-11.2,-3.4,1.0,-0.5,1.4,9.4,12.1,-0.8
COc1ccc(S(=O)(=O)N2CCCCC2)cc1NC(=O)CCCNC(=O)c1ccc(Cl)cc1,-4.0,-1.2,-2.5,-18.2,-7.0,-4.8,0.4,0.0,-0.8,0.2,-6.1
CCOC(=O)N1CCN(C(=O)CSc2ccc3nnc(-c4cccnc4)n3n2)CC1,/,1.1,0.0,-14.8,-6.9,-15.5,-7.3,-0.4,0.4,0.9,1.9
COc1cc2c(cc1OC)C(C)N(C(=S)NC(=O)c1ccccc1)CC2 (centres undefined),30.9,-1.6,-1.1,-2.4,-9.6,8.6,-0.1,-3.7,3.0,-5.7,1.0
CC(=O)Nc1nc(Cn2nnc(-c3ccc4c(c3)OCO4)n2)nc(N(C)C)n1,5.7,0.8,1.8,-0.8,-3.4,-20.5,-1.8,4.3,-4.3,/,-1.1
COC(=O)c1ccc(COC(=O)CSCC(=O)Nc2ccc(C)cc2C)cc1,-6.8,-4.1,-1.6,54.1,-2.9,1.9,-10.1,-1.5,-0.5,-4.7,-12.9
# Further results follow:
SMILES,PfHsp90 set2,Keap1-Nrf2 PPI,C-LANA FP,Mot1-301 SUMO,dFosB act,PvdQ inh,Cardiac RTF inh,CDK5 p35 inh,cardiac RTF act,NSD2 inh,Rtt109 HAT inh
O=C(CN1CCN(S(=O)(=O)c2ccccc2)CC1)Nc1ccccc1Cl,12.7,-3.9,0.0,6.8,-16.8,11.9,-2.0,-0.7,-3.4,-2.0,31.4
COc1ccc(/C=N/NC(=O)Cn2cc(C(F)(F)F)ccc2=O)cc1,/,-1.2,0.1,0.3,-2.9,-3.4,-7.7,0.5,-0.9,-6.6,1.2
CCOC(=O)CC1COCCN1C(=O)c1ccc2oc(Cc3ccccc3)nc2c1 (centres undefined),5.5,2.9,-1.2,-22.5,3.0,1.9,-12.5,0.6,-3.3,-5.3,-4.6
CSc1nnc(-c2cc(Br)ccc2N=Cc2c(C)[nH]n(-c3ccccc3)c2=O)c(=O)[nH]1,-11.1,2.6,1.0,15.5,-1.0,6.0,8.2,1.2,-9.5,-1.5,22.9
O=C(Cn1cc(CCO)nn1)N1CCNCC1,-4.7,-2.4,1.3,-4.1,-2.2,-5.3,8.6,1.7,3.5,/,0.2
Nc1cc(N2CCCC2)ccc1[N+](=O)[O-],4.9,-3.5,-1.8,2.1,-5.0,18.2,0.0,3.0,1.4,2.9,11.1
Cc1ccc(Sc2c([N+](=O)[O-])ncn2C)cc1,-8.6,-4.1,0.0,-18.6,1.7,18.8,-2.3,-1.9,0.8,1.9,-2.7
N#Cc1ccc(-c2ccc(OCC(=O)NCCc3ccccc3)cc2)cc1,-26.6,0.7,1.2,3.8,0.1,-14.1,0.9,-1.3,0.0,-1.5,-7.5
COc1ccc(CS(=O)(=O)CC(C)(O)c2ccccc2)cc1 (centres undefined),14.5,-1.7,0.3,1.6,4.3,1.8,-5.0,1.8,-2.5,1.1,0.4
O=C(Nc1ccc(Oc2ccccc2)nc1)C1CCCCN1Cc1cccc(OCCO)c1 (centres undefined),-22.0,-10.3,-1.3,56.1,-8.5,1.1,-4.2,1.8,-2.0,-2.5,6.2
c1ccc2[nH]c(-c3ccnc4ccccc34)nc2c1,-5.8&5.1,-1.0&1.4,-0.3&-2.4,-13.6&6.7,-8.2&-17.5,-12.6&9.3,-1.3&-4.7,-0.5&-0.3,0.7&0.3,-2.3&1.5,-5.6&-3.5
Cc1ccc(C(=O)/C=C\NCc2ccccc2)cc1,-2.7,-5.5,-0.6,72.0,4.6,10.5,-11.2,0.8,4.0,-0.2,16.3
COc1ccccc1CNC(=O)COc1cccnc1[N+](=O)[O-],-58.9,0.8,-0.7,-11.9,2.5,-11.4,0.8,1.7,1.9,10.7,2.1
CCc1nc(C)c(C(=O)N2CCCC(C(=O)Nc3cccc(-c4cccc(C)c4)c3)C2)o1 (centres undefined),8.7,-0.5,1.5,0.7,-6.5,2.5,-4.0,-1.3,-3.4,2.1,40.4
CCn1ncc(CN2CCN(C(=O)Nc3ccccc3C(=O)OC)CC2)c1C,/,3.5,0.6,0.2,-10.6,-4.8,12.0,-2.4,4.5,0.1,-10.9
CCOC(=O)c1sc2nc3c(SCCC(=O)O)cc(C(=O)c4cc(OC)ccc4O)cn3c(=O)c2c1C,-1.9,-0.8,-0.8,/,-1.1,-4.3,1.0,0.7,-21.2,-3.5,-0.2
Cc1c(O)nc2ccccn2c1=O,15.8,1.0,-2.1,-2.3,2.4,-6.7,/,1.4,/,23.8,-0.9
COC(=O)[C@H](Cc1ccccc1)NC(=O)Nc1ccc(C)cc1,-0.2,-2.1,-0.3,-6.9,0.5,0.7,1.5,2.5,-2.9,/,-0.3
CCCCC(=O)N(Cc1ccc2c(c1)OCO2)Cc1nc2ccccc2c(=O)[nH]1,-8.8,1.6,-0.9,-11.5,-12.0,1.2,-0.6,-0.3,-4.8,2.4,7.8
Cc1ccc(S(=O)(=O)N2CCCC2C(=O)OCc2ccco2)cc1 (centres undefined),9.9,-4.1,-0.1,4.3,-8.3,-17.9,9.0,1.0,1.0,/,1.9
O=C(N/C=C/c1ccco1)OCc1ccccc1,-110.3,-3.4,1.5,140.4,-11.0,-6.8,-7.5,0.5,1.0,0.4,-0.8
CCCc1[nH]nc2c1C(c1ccc(OC(=O)N3CCOCC3)cc1)C(C#N)=C(N)O2 (centres undefined),-29.2,2.8,-0.9,3.2,-0.3,10.2,0.9,4.0,4.3,-0.9,3.7
CC(C)(CNS(=O)(=O)c1ccc(Br)s1)N1CCOCC1,-17.0,-3.3,-1.2,-13.9,2.4,-9.7,2.3,-2.1,0.3,-1.7,0.8
COCC(C)NC(=O)c1cccc(Cl)c1 (centres undefined),3.4,3.8,-4.3,-13.4,3.3,-6.5,-10.6,-0.6,-1.6,-2.5,-19.5
COc1ccc(Cl)cc1NC(=S)NNC(=O)CC(C)C,-3.1,-0.3,-0.4,-1.6,-3.9,3.5,-9.1,2.1,-0.8,1.9,7.9
